Screens (PubChem BioAssay)
WRN inhibitor: blocks human WRN helicase | AID 651768 | 0.46% of 360,000 active | Potency, µM (doses to about 114 µM), for inactives: top-dose activity change, negative = inhibition, usual class: inhibitors | Q14191 | WRN helicase unwinding, fluorescent forked duplex, kinetic; further: potency means the concentration at half of the fitted maximal effect; on the % scale 0 is the no-effect control and ±100 the full control effect; nearly all actives have a fitted effect of over 55% in size
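WRN at 20 nM final was preincubated with compound for 15 min at room temperature; reaction started with 100 nM forked duplex oligonucleotide carrying fluorophore and quencher plus 2 mM ATP (final). Unwinding followed kinetically by red fluorescence (ex 525/em 598 nm).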
EPAC1 agonist: agonists of human EPAC1. O95398. EPAC1 agonist qHTS, biochemical assay; response scale: 100% = response to 6.5 mM cAMP. Potency, µM (doses to about 154 µM), without a hit: at the top dose activation, actives largely listed as activators. 0.073% of 360,000 active. AID 720707; further: potency means the concentration at half of the fitted maximal effect; nearly all actives have a fitted effect of over 60% in size
Target sequence (O95398 whole entry, looked up): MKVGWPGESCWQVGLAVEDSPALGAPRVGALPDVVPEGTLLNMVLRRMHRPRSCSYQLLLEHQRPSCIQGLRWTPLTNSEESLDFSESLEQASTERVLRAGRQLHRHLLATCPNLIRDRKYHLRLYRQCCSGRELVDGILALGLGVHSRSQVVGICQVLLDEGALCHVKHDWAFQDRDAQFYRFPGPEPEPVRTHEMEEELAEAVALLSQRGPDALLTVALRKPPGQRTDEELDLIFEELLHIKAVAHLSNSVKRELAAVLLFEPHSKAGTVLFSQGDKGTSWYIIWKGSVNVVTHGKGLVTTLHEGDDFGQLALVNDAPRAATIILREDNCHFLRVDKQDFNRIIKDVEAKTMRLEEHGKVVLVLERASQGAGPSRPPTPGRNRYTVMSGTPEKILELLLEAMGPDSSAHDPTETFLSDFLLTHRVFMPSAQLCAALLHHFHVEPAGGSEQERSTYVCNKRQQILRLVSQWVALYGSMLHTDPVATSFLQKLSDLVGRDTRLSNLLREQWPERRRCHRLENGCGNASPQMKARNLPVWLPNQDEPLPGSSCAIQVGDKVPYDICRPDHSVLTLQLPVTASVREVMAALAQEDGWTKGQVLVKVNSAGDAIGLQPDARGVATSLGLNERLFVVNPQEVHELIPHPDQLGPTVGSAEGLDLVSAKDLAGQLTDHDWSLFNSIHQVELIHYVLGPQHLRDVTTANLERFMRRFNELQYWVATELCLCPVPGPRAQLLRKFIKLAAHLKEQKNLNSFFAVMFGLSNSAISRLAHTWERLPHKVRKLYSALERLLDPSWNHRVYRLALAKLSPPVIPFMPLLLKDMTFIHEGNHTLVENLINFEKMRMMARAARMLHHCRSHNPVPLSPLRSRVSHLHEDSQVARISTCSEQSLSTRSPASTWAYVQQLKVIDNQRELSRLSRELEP
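Normalized to 6.5 mM cAMP, activity reflects EPAC1-catalysed release of BODIPY-GDP from Rap1B, followed kinetically over 30 min at 480 nm excitation, 540 nm emission. Reaction contained 100 nM EPAC1, 250 nM Rap1B-BODIPY-GDP, 50 uM GDP.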
EPAC1 antag: antagonists of human EPAC1; O95398; 0.14% of 360,000 active; Potency, µM (series often up to 115 µM), for inactives: top-dose activity change, negative = inhibition, most hits filed as inhibitors; EPAC1 GEF assay, Rap1b-BODIPY-GDP exchange fluorescence;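 further: potency means the concentration at half of the fitted maximal effect; plate controls were vehicle for no effect and positive control for full effect; nearly all actives have a fitted effect of over 50% in size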
PI5P4K alpha inh: blocks human PI5P4K alpha kinase activity. P48426. PI5P4Kalpha enzyme, ADP-Glo luminescence, 60 min; active compounds read low. max response, %. 1.2% of 330,000 active. AID 652105; active means max response of -50% or lower; inconclusive means between -30% and -50%; inactive means -30% or higher; further: value at the top dose of about 77 µM; on the % scale 0 is the no-effect control and ±100 the full control effect
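ADP-Glo luminescence end-point read after a 60 min room-temperature kinase reaction of PI5P4Kalpha plus substrate, initiated with ATP at 5 microM final. Buffer: 0.038 M HEPES pH 7.4, EGTA, 0.1% CHAPS, 5% DMSO.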
EPAC2 antagonist: blocks human EPAC2 exchange factor; EPAC2 GEF exchange of Rap1B-BODIPY-GDP, fluorescence; Q8WZA2; 0.18% of 360,000 active; Potency, µM (titrated, usually from 114 µM), without a hit: at the highest dose activity, negative = inhibition, usual class: inhibitors; AID 720708; further: potency means the concentration at half of the fitted maximal effect; on the % scale 0 is the no-effect control and ±100 the full control effect; nearly all actives have a fitted effect of over 45% in size; many of its hits are not listed in these tables
CCT chaperon mod: changes cytosolic chaperonin activity. purified chaperonin ATPase assay, HTRF ADP detection, 30 min. activity change, % (no concentration beside the values), hits read low. 0.3% of 360,000 active. AID 651819; in the data active means activity change below about -30%; further: on the % scale 0 is the no-effect control and ±100 the full control effect
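Enzyme 40 or 20 nM (batch-dependent) in Tris pH 7.4/KCl/MgCl2/DTT; cpd 76 uM single point; ATP 10 uM; 30 min 37 °C; Transcreener ADP HTRF detection, 30 min RT; ratio 665/615.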
PLK1 PBD block: blocks phosphopeptide binding to human PLK1 polo-box domain | Plk1 PBD binding of FITC phosphopeptide, fluorescence polarization | Potency, µM, inactives show max response, negative = inhibition, usual class: inhibitors | 2.8% of 360,000 active; further: potency means the concentration at half of the fitted maximal effect; series mostly up to about 57 µM; on the % scale 0 is the no-effect control and ±100 the full control effect; nearly all actives have a fitted effect of over 65% in size
MmCpn inh: M. maripaludis TRiC chaperonin inhibition. AID 504842. 0.031% of 330,000 active. purified Mm-Cpn ATPase, ADP Transcreener TR-FRET. Potency, µM (series often up to 76.9 µM), inactives show at the highest dose activity, negative = inhibition, usual class: inhibitors; further: potency means the concentration at half of the fitted maximal effect; on the % scale 0 is the no-effect control and ±100 the full control effect; nearly all actives have a fitted effect of over 80% in size
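Compound-treated chaperonin, 25 nM final, turns over 10 uM ATP at 37°C for 30 min following a 10 min preincubation; ADP generated competes with ADP-d2 for Eu-cryptate antibody, lowering FRET.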
Starred values were filed as active, the others as inactive; ? = inconclusive; / = not tested or not shown; [ ] = dose if it differs, or a comment. Unless noted, the call rests on the fitted dose curve; in most records, active means well fitted curve in the direction sought with a large enough effect; inconclusive means small, poorly fitted or top-dose-only effect, or another doubt; inactive means no such curve, though single readings can be large; an effect the other way counts as inactive or inconclusive. An excerpt; rates above refer to the full screens.

Compound | WRN inhibitor | EPAC1 agonist | EPAC1 antag | PI5P4K alpha inh | EPAC2 antagonist | CCT chaperon mod | PLK1 PBD block | MmCpn inh
CC1(C)CC(=O)C(C(C2=C(O)CC(C)(C)CC2=O)c2ccc(Br)s2)C(=O)C1 (centres undefined) | 22µM* | -1% | -24% | -80* | 0% | -0.8 | 1.9µM* | -2%
O=C(NCCO)Nc1ccc(Cl)cc1 | -5% | 1% | 2% | -9 | 4% | -19 | -6% | 1%
O=C(Cc1ccc(NC(=O)C2CCN(C(=O)C3CCCCC3)CC2)cc1)Nc1ccc(C(=O)N2CCOCC2)cc1 | 8% | -16% | -15% | -3 | -1% | 0.2 | 1% | /
Cc1cccc(NC(=S)NNC(=O)c2ccc(O)cc2O)c1C | -8% | 7% | -7% | -3 | 6% | 0.5 | -9% | -3%
CCOC(=O)N1CCN(c2c(NCCc3ccccc3)c(=O)c2=O)CC1 | 3% | 13% | -4% | -5 | 22% | 0.1 | -5% | 0%
OCCC1CN(Cc2cc(F)ccc2-n2cccn2)CCN1C1CCCC1 (centres undefined) | 1% | -5% | -10% | 3 | 3% | -30* | -20% | 0%
COc1cc(/C=N/NS(=O)(=O)c2ccc(C(C)(C)C)cc2)cc([N+](=O)[O-])c1O | -23% | -4% | -28% | -19 | -19% | -1.7 | ? | -1%
O=C1C=C(Nc2cccnc2)c2ccccc2C1=O | -21% | 11% | ? | 3 | ? | -1.5 | -12% | /
C/C(CC(=O)NC12CC3CC(CC(C3)C1)C2)=N\NC(=O)c1ccc(F)cc1 | 5% | 3% | -5% | -4 | 8% | -0.2 | 3% | 0%
NC(=O)c1ccccc1NC(=O)/C=C/C(=O)O | 7% | 6% | 8% | 0 | -4% | -2.5 | -10% | 1%
O=C(COc1ccccc1F)Nc1ccc(S(=O)(=O)NCc2ccco2)cc1 | -2% | -10% | 1% | 1 | -5% | -0.3 | -4% | 1%
CCCOC(=O)CCCCCCCCC(O)CN1CCCCC1 (centres undefined) | -6% | 6% | -3% | 8 | -4% | -9.9 | -1% | 1%
COc1nc(C)ccc1-c1noc(-c2cccnc2)n1 | -3% | 6% | 8% | -1 | -2% | 0.6 | -3% | -5%
O=[N+]([O-])c1ccc(N/N=C/c2ccccc2O)cc1 | -12% | 11% | -28% | 13 | -5% | 0.5 | -8% | 1%
COc1cc(CCC(=O)OCC(=O)Nc2ncc(Cl)cc2Cl)cc(OC)c1OC | -13%[57.1 µM] | 0% | 11% | ? | 4% | 1.2 | -10% | -1%
COC(=O)c1ccc(C23CC4(C2)[C@H](CN(CC2CCCCC2)[C@@H]4c2ccccc2)C3c2ccc(C(F)(F)F)cc2)cc1 (some centres undefined) | -1% | -21% | -20% | -1 | -3% | 0.3 | 6% | -1%
CCOc1ccc(/C=C(\C#N)C(=O)Nc2cccnc2)cc1 | -14% | -5% | 10% | -1 | 4% | -63* | 5% | -1%
COc1ccc(CN2C(=O)C(O)(CC(=O)c3c(C)n[nH]c3C)c3ccccc32)cc1OC (centres undefined) | -2% | 1% | 15% | / | 14% | -4.5 | 3% | -1%
Cc1c(C(=O)Nc2cccnc2)oc2ccc(Br)cc12 | -3% | -2% | -28% | 7 | -22% | -2.8 | 4% | 0%
O=C(Cn1cc(C(F)(F)F)ccc1=O)Nc1ccc(N2CCOCC2)cc1 | 5% | -2% | 7% | -7 | 12% | -1.6 | 0% | 2%
CC1CCN(S(=O)(=O)c2ccc(C(=O)Nc3nnc(-c4ccccn4)o3)cc2)CC1 | 2% | -6% | -14% | 1 | 41%[activator] | -1.0 | -6% | 5%
Cc1nc(-c2ccccn2)sc1C(=O)O | -6% | -2% | -9% | -21 | 4% | -4.9 | -7% | -7%
O=C(NCCOc1ccccc1F)C1CCC(=O)N(CCc2cccc(F)c2)C1 (centres undefined) | -4% | 3% | -9% | 6 | 3% | -0.8 | -12% | 1%
COc1ccccc1N(CC(=O)NC1CCCCC1C)S(=O)(=O)c1cccs1 (centres undefined) | -6% | -8% | -3% | 3 | 14% | 0.3 | 3% | 1%
Cc1cc(C)c2c(-n3cccc3)n[nH]c2n1 | -41%[57.1 µM] | 2% | -18% | 2 | -4% | 0.6 | -15% | 0%

No new results follow: entries from further up.
Compound | WRN inhibitor | EPAC1 agonist | EPAC1 antag | PI5P4K alpha inh | EPAC2 antagonist | CCT chaperon mod | PLK1 PBD block | MmCpn inh
O=C(Cc1ccc(NC(=O)C2CCN(C(=O)C3CCCCC3)CC2)cc1)Nc1ccc(C(=O)N2CCOCC2)cc1 | 8% | -16% | -15% | -3 | -1% | 0.2 | 1% | /
Cc1cccc(NC(=S)NNC(=O)c2ccc(O)cc2O)c1C | -8% | 7% | -7% | -3 | 6% | 0.5 | -9% | -3%
CCOC(=O)N1CCN(c2c(NCCc3ccccc3)c(=O)c2=O)CC1 | 3% | 13% | -4% | -5 | 22% | 0.1 | -5% | 0%
OCCC1CN(Cc2cc(F)ccc2-n2cccn2)CCN1C1CCCC1 (centres undefined) | 1% | -5% | -10% | 3 | 3% | -30* | -20% | 0%
COc1cc(/C=N/NS(=O)(=O)c2ccc(C(C)(C)C)cc2)cc([N+](=O)[O-])c1O | -23% | -4% | -28% | -19 | -19% | -1.7 | ? | -1%
O=C1C=C(Nc2cccnc2)c2ccccc2C1=O | -21% | 11% | ? | 3 | ? | -1.5 | -12% | /
C/C(CC(=O)NC12CC3CC(CC(C3)C1)C2)=N\NC(=O)c1ccc(F)cc1 | 5% | 3% | -5% | -4 | 8% | -0.2 | 3% | 0%
NC(=O)c1ccccc1NC(=O)/C=C/C(=O)O | 7% | 6% | 8% | 0 | -4% | -2.5 | -10% | 1%
O=C(COc1ccccc1F)Nc1ccc(S(=O)(=O)NCc2ccco2)cc1 | -2% | -10% | 1% | 1 | -5% | -0.3 | -4% | 1%

Other compounds:
Compound | WRN inhibitor | EPAC1 agonist | EPAC1 antag | PI5P4K alpha inh | EPAC2 antagonist | CCT chaperon mod | PLK1 PBD block | MmCpn inh
O=c1[nH]c2ccccc2cc1-c1noc(-c2cccnc2)n1 | 6% | -8% | 4% | / | 7% | -3.5 | 0% | 1%
CCCc1cc(C(=O)Nc2cccc(-c3nn[nH]n3)c2)sc1C | -7% | -9% | -11% | -17 | -15% | -0.3 | -7% | /
CC/C(=N/NC(=O)c1ccc(Br)cc1)c1ccc(OCCN2CCOCC2)cc1 | 7% | -6% | 1% | 0 | 8% | 0.0 | -11% | 1%
Cc1ccc(C)c(/C=N/NC(=S)NC(C)C)c1 | -4% | -3% | -7% | 2 | -1% | -7.9 | 5% | -2%
CC1(C)C(=O)Nc2ccccc2N1C(=O)c1ccc([N+](=O)[O-])cc1 | -26% | 1% | -6% | 6 | -17% | 3.3 | -7% | 1%
O=C(NC1CCN(S(=O)(=O)c2ccccc2F)CC1)c1cccnc1 | 0% | 3% | 4% | 1 | 4% | -1.8 | -18% | 0%
N#C/C(=C\c1ccc(F)cc1)C(=O)Nc1ccccn1 | 7% | 1% | -7% | 0 | 1% | -0.1 | -12% | 1%
NC(=O)c1nn(-c2ccc(Cl)cc2Cl)c(=O)cc1O | -1% | 15% | -12% | 1 | 8% | 0.4 | -7% | 2%
CC(NC(=O)COC(=O)/C=C/c1ccc(Cl)cc1)c1ccccc1 (centres undefined) | 4%[11.6 µM] | -2% | 5% | 0 | -5% | 0.2 | -13% | 2%
C=C1C(C(=O)Nc2ccc(OCC)cc2)C1C(=O)Nc1ccc(OCC)cc1 (centres undefined) | -11% | -10% | -6% | 0 | -14% | -1.6 | -13% | 0%
Cc1ccccc1-n1nnnc1SCC(=O)Nc1ccc(S(=O)(=O)N2CCCC2)cc1 | -5% | 4% | -4% | 3 | -8% | -2.5 | -3% | 0%
Cc1c(OC(C(=O)O)c2ccccc2)ccc2c1oc(=O)c1ccccc12 (centres undefined) | 1% | -10% | -10% | -9 | 3% | 0.8 | -12% | 1%
C=CCc1c(C)nc2ccc(C(=O)OCC)cc2c1Cl | 0% | 4% | -5% | 15 | 6% | 1.5 | -7% | -2%
Cc1ccc2[nH]c(=O)c(CN(C(=O)c3cccc([N+](=O)[O-])c3)C(C)(C)C)cc2c1 | 6% | -8% | -10% | -1 | -4% | 2.2 | -3% | 0%
CCOC(=O)c1ccc(NC(=O)c2nc[nH]c2C(=O)NC[C@H](C)O)cc1 | 3% | -17% | -10% | -4 | 11% | -2.6 | -11% | /
Cc1ccc(NS(=O)(=O)c2c(C)noc2C)cc1 | 0% | -2% | 5% | -2 | 3% | -0.6 | 3% | 2%
NC(=O)CC(NC(=O)Cc1ccc(Cl)cc1)c1ccc(NC2CC3CCC2C3)c([N+](=O)[O-])c1 (centres undefined) | -13% | -6% | -26% | 2 | -11% | 0.9 | -12% | -2%
COc1cc([C@@H]2CC=C(C(=O)O)[C@H](c3ccc(F)cc3)N2S(=O)(=O)c2ccc(C)cc2)cc(OC)c1OC | 17% | -2% | 2% | 2 | 13% | 1.3 | 1% | 0%
CCOC(=O)c1c(NC(=O)CN2C(=O)NC3(CCCCC3C)C2=O)sc(C(=O)N(C)C)c1C (centres undefined) | 0% | 3% | -10% | 11 | -8% | 0.5 | 2% | 1%
CC(=O)C1=C(C)Nc2ncnn2C1c1ccc(O)cc1 (centres undefined) | 1% | -1% | 15% | -8 | 9% | 1.2 | 3% | -2%
Cc1cc(C)c2c(=O)[nH]c(SCC(=O)N3CCCCC3)nc2n1 | -14% | 6% | -20% | -22 | -3% | -0.9 | -10% | 1%
C/C=C1\NC(=O)[C@H](C)NC(=O)[C@@H](NC(=O)[C@H](Cc2ccc(O)cc2)NC(=O)[C@@H](NC(=O)/C(C)=C/C)C(C)C)[C@@H](C)OC(=O)[C@H](CC(C)C)NC(=O)[C@@H](CCC(=O)O)NC1=O | -6% | 11% | 2% | -2 | 5% | -1.3 | -17% | /
CCCNC(=O)Cn1cnc2sc(C(=O)N3CCN(c4ccc(F)cc4)CC3)c(C)c2c1=O | 3% | -1% | 5% | / | 3% | -1.4 | -3% | 0%
CC(Sc1nnc(N)s1)C(=O)NNC(=O)c1cccc(Cl)c1 (centres undefined) | -4% | -6% | 1% | -7 | 14% | 2.2 | -4% | 0%
COc1ccc(NC(=O)COC(=O)c2n[nH]c3ccccc23)c(OC)c1 | -6% | 10% | -25% | 3 | -3% | 0.9 | 2% | 1%
CCOC(=O)[C@@H]1[C@H]2COc3ccc(Br)cc3[C@H]2N2C(=O)N(c3ccc(C(F)(F)F)cc3)C(=O)[C@]12C | -10% | -20% | -24% | 1 | -15% | -0.3 | 3% | -1%
O=C1CCC([N+](=O)[O-])C(c2cccc3ccccc23)N1 (centres undefined) | -1% | 2% | ? | 0 | -2% | -6.0 | -14% | 1%
